# CRFBP-R2 agonist: agonists of human CRF-binding protein/CRF-R2 receptor complex | activation, % at 13.2 µM | hit rate 0.46% among 350,000 | HEK293 CRF-R2/CRF-BP, calcium dye fluorescence (FLIPR); percent of saturating CRF peptide response;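 active = activation of at least 50%, plus an integration ratio under a set limit after plate pattern correction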;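 also: plate controls were neutral control wells without compound for no effect and CRF at EC100 for full effect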
# CHRM1 PAM: human CHRM1 positive allosteric modulation; CHO-K1 hM1, Fluo-8 calcium fluorescence, ACh EC20; 0% = ACh EC20, 100% = maximal ACh; activation, % at 3 µM; hit rate 0.088% among 360,000; in the data active = activation above about 19%, passing the limit was not always enough
# M4 antag: CHRM4 antagonism in calcium assay; CHO-hM4 cells, ACh EC80, Fluo-8 calcium fluorescence; inhibition, % at 3 µM; hit rate 0.73% among 360,000;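 active = inhibition above its plate's cutoff, the mean inhibition of sample wells plus 3 SD, cut at about 27% in these data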;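 also: 0% = acetylcholine EC80 with DMSO and 100% = DMSO without agonist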
# Target sequence (P08173 whole entry, looked up): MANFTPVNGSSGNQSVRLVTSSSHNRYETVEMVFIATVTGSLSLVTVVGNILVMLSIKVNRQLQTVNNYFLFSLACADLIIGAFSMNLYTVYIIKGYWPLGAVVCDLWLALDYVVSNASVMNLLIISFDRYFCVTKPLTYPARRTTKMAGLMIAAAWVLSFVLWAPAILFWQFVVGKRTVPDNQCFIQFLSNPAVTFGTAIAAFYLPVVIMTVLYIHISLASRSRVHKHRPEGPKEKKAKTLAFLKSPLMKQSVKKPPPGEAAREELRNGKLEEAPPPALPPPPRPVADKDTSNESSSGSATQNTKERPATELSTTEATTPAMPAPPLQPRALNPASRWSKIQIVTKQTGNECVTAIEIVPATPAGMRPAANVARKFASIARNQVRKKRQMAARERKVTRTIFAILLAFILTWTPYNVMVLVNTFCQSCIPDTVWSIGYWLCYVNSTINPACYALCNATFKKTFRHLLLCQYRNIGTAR
# M4 PAM: potentiates acetylcholine response at human M4 receptor | activation, % at 3 µM | AID 624126 | hit rate 0.4% among 360,000 | CHO-K1 hM4/Gqi5, Fluo-8 calcium fluorescence, ACh EC20; 0% = ACh EC20, 100% = maximal ACh;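 active = activation above its plate's cutoff, the mean activation of sample wells plus 3 SD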; also: some results filed as inactive read as strong as hits
# CHRM5 antagonist: blocks acetylcholine activation of human M5 receptor; AID 624040; inhibition, % at 3 µM; hit rate 0.59% among 360,000; CHO-hM5 cells, Fluo-8 calcium fluorescence, ACh EC80;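 active = inhibition above a per-plate cutoff, the mean of that plate's test compounds plus 3 SD, cut at about 27% in these data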;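 also: 0% = acetylcholine EC80 with DMSO and 100% = DMSO without agonist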
# Target sequence (P08912 whole entry, looked up): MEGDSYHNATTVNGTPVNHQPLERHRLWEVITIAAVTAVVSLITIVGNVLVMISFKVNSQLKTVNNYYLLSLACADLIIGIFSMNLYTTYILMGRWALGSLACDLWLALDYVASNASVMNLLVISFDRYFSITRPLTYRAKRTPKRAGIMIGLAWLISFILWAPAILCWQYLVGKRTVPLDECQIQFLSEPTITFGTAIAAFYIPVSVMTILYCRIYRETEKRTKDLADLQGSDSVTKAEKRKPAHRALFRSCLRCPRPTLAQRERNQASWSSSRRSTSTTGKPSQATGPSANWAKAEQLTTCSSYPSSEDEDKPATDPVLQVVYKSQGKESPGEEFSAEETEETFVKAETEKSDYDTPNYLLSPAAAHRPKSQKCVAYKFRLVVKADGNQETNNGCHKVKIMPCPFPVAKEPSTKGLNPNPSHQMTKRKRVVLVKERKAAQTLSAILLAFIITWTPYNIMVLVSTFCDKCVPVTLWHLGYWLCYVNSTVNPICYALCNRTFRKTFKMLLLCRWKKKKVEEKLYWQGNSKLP
# M5 PAM: CHRM5 positive allosteric modulation | hit rate 0.3% among 360,000 | activation, % at 3 µM | AID 624038 | CHO-K1 hM5, Fluo-8 calcium, ACh EC20 PAM; 0% = ACh EC20, 100% = ACh EC100 | P08912;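 active = activation above the run cutoff, the mean activation of all test compounds plus 3 SD, cut at about 18% in these data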
#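 System: CHO-K1 cell line with stable human muscarinic M5 receptor expression | Also added: EC20 acetylcholine as agonist stimulus | Compound: One concentration, 3 µM final (nominal) | Timing: Fluo-8 loading 80 min at 37 °C plus 30 min room temperature | Measured by: Fluo-8 calcium dye fluorescence, kinetic read | Read-out basis: % activation, ACh-normalized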
# CHRM5 agonist: CHRM5 agonism in calcium assay; hit rate 0.19% among 360,000; activation, % at 3 µM; P08912; CHO-K1 hM5 cells, Fluo-8 calcium fluorescence; 0% DMSO wells, 100% maximal acetylcholine response;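 active = activation above the run's mean over test compounds plus 3 SD, cut at about 23% in these data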;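 also: signal is peak over basal fluorescence ratio across the kinetic read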
# CHRM4 agonist: agonists of human muscarinic M4 receptor (CHRM4); hit rate 0.14% among 360,000; P08173; activation, % at 3 µM; CHO-K1 hM4/Gqi5, Fluo-8 calcium fluorescence; vehicle 0%, full acetylcholine response 100%; AID 624127;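 active = activation above the run mean over all test wells plus 3 SD, cut at about 32% in these data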;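 also: peak over basal fluorescence ratio per well then scaled between controls; 0% = DMSO wells and 100% = acetylcholine at EC100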
# CRFR2-BP antag: CRF-BP/CRF-R2 complex antagonism | HEK293 CRF-R2/CRF-BP, CRF-induced calcium fluorescence | inhibition, % at 11.8 µM | hit rate 0.59% among 350,000;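 active = inhibition of the ligand-induced calcium signal above about 50% at the single tested concentration, limit read from the data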
# An asterisk follows results filed as active; nt = not tested or not shown.
SMILES,CRFBP-R2 agonist,CHRM1 PAM,M4 antag,M4 PAM,CHRM5 antagonist,M5 PAM,CHRM5 agonist,CHRM4 agonist,CRFR2-BP antag
CC1(C(=O)NCc2ccccc2)CSCC(=O)N1C1CCN(Cc2ccccc2)CC1 (configuration not stated),nt,nt,-24,13,-2,0,-3,3,nt
Oc1ccc(/C=N/Nc2ncc(Cl)cc2Cl)cc1,0.4,10,4,0,6,-3,-6,1,-5
Cn1ccnc1C(=O)c1cc(SCC(=O)NC2CC2)nc2ccccc12,-1.0,6,3,9,9,-8,1,2,5
CCOC(=O)NCC(C)(C)CNC(=O)OCC,0.4,4,-3,5,-1,-1,1,0,-19
O=c1cc(-c2ccccc2)c2ccc(O)cc2o1,5.0,9,-6,2,6,8,-3,2,-12
CCC(=O)NC(NC(=O)CC)C(Cl)Cl,0.6,3,-5,4,-9,-2,1,1,16
O=c1c2cc(Cl)ccc2[nH]c(=S)n1Cc1ccccn1,1.0,2,4,-5,11,-5,-1,1,-4
CCOc1ccc(CNS(=O)(=O)c2ccc(-c3ccc(=O)[nH]n3)o2)cc1OC,-0.1,5,-4,-5,-1,0,-3,3,-4
O=C1NC2(CCCCC2)C(=O)N1CCN1C(=O)c2ccccc2C1=O,0.1,8,-3,7,3,-2,-1,1,-11
CC(C)Cc1nnc(NC(=O)CCC(=O)N2CCN(S(=O)(=O)c3ccccc3)CC2)s1,4.4,11,-2,1,1,0,-1,2,-13
C/C(=N\NC(=O)c1cccnc1)c1ccc(-c2ccccc2)cc1,-1.4,9,2,-4,4,-7,-3,-1,0
COc1cc(C(O)c2nc(-c3ccccc3C)cs2)ccc1F (configuration not stated),nt,-5,10,-5,1,0,0,3,nt
CCOc1ccccc1N(CC(=O)N1CCCC1)S(C)(=O)=O,0.9,-1,4,-1,3,10,3,0,4
Cc1cccc(-n2c(SCC(=O)NCC3CCCO3)nc3ccccc3c2=O)c1C (configuration not stated),0.3,8,-8,7,4,1,0,0,2
CCc1ccc(NC(=O)COC(=O)/C(=C/c2ccccc2OC)c2ccccc2)cc1,-1.5,14,-9,7,2,-3,-1,0,11
CCn1c(SCC(=O)Nc2ccccc2OC)nnc1-c1cnccn1,-0.1,0,7,-7,7,-4,-1,1,14
Cc1ccsc1-c1cc(C(=O)O)c2c(ccc3ccccc32)n1,-1.7,11,3,7,9,0,-4,0,8
COc1ccccc1/C=C/C=N\N1CCN(Cc2ccccc2Cl)CC1,-0.8,-9,4,-12,-2,-4,-2,-1,32
O=C(COC(=O)/C=C/c1ccccc1[N+](=O)[O-])NCc1ccco1,-0.2,0,2,4,6,3,0,1,6
CCn1c(=S)[nH]c2cc(S(=O)(=O)N3CCCCC3)ccc21,-0.2,3,10,14,6,-2,4,2,-12
Cc1ccccc1NC(=O)COC(=O)c1cc[n+]([O-])cc1,-0.2,0,-5,1,-2,1,3,0,-5
CCC1=C(OC(=O)N(CC)CC)N2C(=O)OC(=NCC3CC3)[C@]2(C)[C@H]2C1=CC[C@H]1C(=O)N(CC(=O)OC)C(=O)[C@H]12,1.8,9,-4,7,2,-3,1,1,0
C#CCOc1ccc(OC)cc1C(c1c(C)[nH][nH]c1=O)c1c(C)[nH][nH]c1=O,-0.7,0,-2,7,3,7,-4,1,-6
O=C(COC(=O)c1ccc(S(=O)(=O)N2CCCC2)cc1)NCc1ccc(F)cc1,0.9,9,-3,5,3,7,-5,1,-3
CCCn1cnc2c(c1=O)c1nc3ccccc3nc1n2CCc1ccccc1,-0.5,2,3,-1,1,-6,4,2,22
# Following part:
SMILES,CRFBP-R2 agonist,CHRM1 PAM,M4 antag,M4 PAM,CHRM5 antagonist,M5 PAM,CHRM5 agonist,CHRM4 agonist,CRFR2-BP antag
c1ccc(-c2nc3ccccc3nc2-c2ccccn2)nc1,-3.4,2,-5,6,-7,6,1,0,14
CCOC(=O)C1=C(Nc2ccc(OC)cc2)C(N)=NC1=N,-0.5,-3,-1,-3,-3,2,1,0,6
COc1ccc(CNCCCNCc2ccc(OC)c(OC)c2)cc1OC,1.6,6,-5,3,16,1,0,0,-13
CCCN1CCN(C(=O)c2oc3ccccc3c2NC(=O)C2CC2)CC1,-1.9,7,-13,7,3,-1,-5,-1,7
COCCN(C(=O)COC(=O)Cc1coc2cc(C)ccc12)c1c(N)n(Cc2ccccc2)c(=O)[nH]c1=O,-1.5,5,-4,-1,4,-1,-3,0,-4
c1cnc2ccc(-c3ccc4ncccc4c3)cc2c1,1.3,4,10,0,-2,2,1,2,-22
Cc1nc2ccccc2c(=O)n1N,-0.9,8,6,6,0,2,-3,0,-12
COc1ccc(C(=O)Nn2c(SCC(=O)N3CCC(C)CC3)nc3ccccc3c2=O)cc1,-1.2,6,2,-4,2,-2,-3,0,-10
C=CCC[C@H](Cc1ccc(F)cc1)C(=O)OC[C@@H](NC(=O)[C@@H](CC=C)CC(=O)N[C@H](CO)Cc1ccccc1)C(C)(C)C,-0.4,0,-7,-1,4,-14,3,13,-15
Cc1ccccc1-n1cnc2cc(NCc3cccs3)ccc21,-0.4,6,-12,-1,-3,4,-4,1,-21
O=C(c1cc2nc(-c3cccs3)cc(C(F)(F)Cl)n2n1)N1CCCc2ccccc21,2.9,13,-10,1,-3,6,-1,1,0
COC(=O)c1ccc(CO/N=C/c2ccc(OC)cc2OC)cc1,2.0,0,-17,-3,10,-1,-5,1,8
CC(=O)Nc1ccccc1N(C)S(=O)(=O)c1ccc(C)cc1,-1.2,3,-7,-3,4,-8,3,4,-11
COc1cc(O)c(C(CCN2CCCCC2)c2ccc3c(c2)OCO3)c(OC)c1 (configuration not stated),5.2,-13,6,-6,-1,7,-10,3,-20
CN(N=Nc1ccccc1C(=O)O)C1CCCCC1,2.8,13,-17,1,-2,-3,-1,1,7
CNC(=O)C1(CC(C)C)C=CCN1C(C)=O (configuration not stated),1.1,7,4,4,-1,1,5,2,0
CCOc1ccc(CN2CCC(n3nccc3NC(=O)c3ccccc3OC)CC2)cc1,-1.8,2,4,-4,-8,6,-5,5,-20
COc1ccc(C2CC3(CC(C)(C)NC(=S)N3)Oc3cc(O)cc(C)c32)cc1 (configuration not stated),-1.7,3,-6,-3,10,-7,0,2,6
CCOc1cc(C(C#N)N2CCCCC2)ccc1OC (configuration not stated),-0.5,9,-6,2,2,-2,1,0,4
COc1ccc(CN(C)CC2CCCN(CCc3ccc(F)cc3)C2)c(OC)c1OC (configuration not stated),-1.0,-6,17,-13,17,-4,-21,-1,1
C=CCN=C1N[C@@H](c2ccccc2)C(C(=O)OC)=C(C)N1CCOC,-0.8,-7,9,-10,7,-3,1,1,5
CN(c1cccc(NC(=O)Nc2ccc(Cl)cc2)c1)S(C)(=O)=O,-1.6,-8,7,4,10,-14,14,15,-4
CC(CNC(=O)CN1C(=O)CCSc2ccccc21)c1ccccc1 (configuration not stated),-0.1,7,12,-4,-1,-5,-2,0,-1
CCN(CC)c1ccc(S(=O)(=O)N2CCOCC2)cc1NC(=O)CNCc1cccc(Cl)c1,-1.1,9,1,-6,-2,2,1,7,-1
CCCc1nc2ccccc2c(=O)n1NC(=O)c1c(O)c2ccccc2n(C)c1=O,0.2,1,-1,6,4,4,-1,1,17

# No new results follow: 4 of the compounds above.
SMILES,CRFBP-R2 agonist,CHRM1 PAM,M4 antag,M4 PAM,CHRM5 antagonist,M5 PAM,CHRM5 agonist,CHRM4 agonist,CRFR2-BP antag
COc1cc(O)c(C(CCN2CCCCC2)c2ccc3c(c2)OCO3)c(OC)c1 (configuration not stated),5.2,-13,6,-6,-1,7,-10,3,-20
CN(N=Nc1ccccc1C(=O)O)C1CCCCC1,2.8,13,-17,1,-2,-3,-1,1,7
CNC(=O)C1(CC(C)C)C=CCN1C(C)=O (configuration not stated),1.1,7,4,4,-1,1,5,2,0
CCOc1ccc(CN2CCC(n3nccc3NC(=O)c3ccccc3OC)CC2)cc1,-1.8,2,4,-4,-8,6,-5,5,-20

# Carrying on.
SMILES,CRFBP-R2 agonist,CHRM1 PAM,M4 antag,M4 PAM,CHRM5 antagonist,M5 PAM,CHRM5 agonist,CHRM4 agonist,CRFR2-BP antag
COc1cc(OC)cc(-n2nnnc2SCC(=O)NCc2cccs2)c1,0.0,0,-6,3,7,5,-6,0,-1
COc1cccc(C(=O)NCC(=O)NCc2cc(=O)n(C)c(=O)n2C)c1,0.0,5,0,-3,11,-1,-2,0,-5
CC(=O)Oc1ccccc1/C=C/c1ccc2ccccc2[n+]1C,0.6,-29,14,-14,32*,-17,-9,0,-3
O=C(NC1CCSc2ccccc21)c1cccc([N+](=O)[O-])c1 (configuration not stated),-2.8,16,8,0,-10,5,-5,1,4
CC(=O)NC1CC2CCCC(C1)N2C(=O)Nc1ccc(Cl)c(C(F)(F)F)c1 (configuration not stated),1.0,8,0,1,3,-4,-1,1,-21
O=C(CCCC(=O)OCC(=O)c1ccc(F)cc1)Nc1cc(C(F)(F)F)ccc1Cl,1.5,-12,6,-8,13,-10,-3,2,-24
COc1ccc(NC(=O)N2CCCCC2c2cccnc2)cc1 (configuration not stated),0.7,9,7,-6,0,0,0,1,-20
CC(=O)Nc1ccc(N2CCOCC2)c(Cl)c1,-0.9,14,5,-5,2,-1,-1,1,7
COc1ccc(CCNC(=O)CSCc2ccc(Cl)cc2)cc1OC,-1.6,3,1,0,-6,0,0,1,8
COc1cc(NC(=O)COC(=O)c2cnc(C)cn2)c(C)cc1[N+](=O)[O-],-1.7,14,-2,1,16,-5,-1,0,-2
Fc1ccccc1-c1nc(N2CCCCC2)c2ccccc2n1,-1.7,6,-1,-1,5,-6,0,-1,-15
COc1nc(N2CCOCC2)nc(-n2cccc2)n1,2.0,11,4,3,6,-3,-1,0,-1
COc1ccc(CCC(=O)N2CC(C)OC(C)C2)cc1 (configuration not stated),-0.3,5,2,1,8,4,-1,0,6
CC(C)c1onc(C(=O)N2CCC(C(N)=O)CC2)c1[N+](=O)[O-],0.2,3,4,-6,5,1,1,1,-6
O=C(Nc1ccc(S(=O)(=O)Nc2nccs2)cc1)c1nn(-c2ccc(F)cc2)ccc1=O,1.7,14,-4,0,2,-2,-6,1,-8
O=c1c(Cl)c(Cl)cnn1Cc1ccc(F)cc1,-0.1,13,-1,-5,0,-6,0,0,-23
COc1ccc(-n2c(C)nn(CC3CC3)c2=O)cc1,-0.6,2,5,1,-3,6,4,2,-1
Cc1ccccc1-n1nnnc1-c1ccccc1,1.8,5,1,17,1,2,-1,-1,1
CC(Cc1ccccc1)NC(=O)c1cc([N+](=O)[O-])ccc1Cl (configuration not stated),-4.5,-9,5,-24,13,-19,-1,11,4
COC(=O)CN1C(=S)N(c2ccc(OC)cc2)C(=O)C1CC(=O)Nc1ccc(F)cc1 (configuration not stated),3.1,4,-3,4,-11,4,4,5,-9
Cc1nn(C)c(C)c1NC(=O)COc1ccc(F)cc1Br,0.0,1,-11,-2,5,-6,6,2,8
O=C(COc1ncnc2ccccc12)N1CCN(c2ccccc2)CC1,0.3,8,5,4,-6,7,2,1,3
COc1ccc(Cl)cc1NC(=O)c1nnn(CC(=O)Nc2ccc(C)c(C)c2)c1N,1.8,2,3,0,5,5,-1,1,5
COC(=O)c1c(NC(=O)C(C)C)sc2c1C(C(=O)OC)CC2 (configuration not stated),-2.2,-3,-4,9,-10,0,-8,1,4

# Source: PubChem BioAssay

# This is a random part of the collection, and some 2.6% of all compounds hit somewhere here.
